Bioassay records (PubChem)
PAX8 reporter = inhibitors of PAX8 transcriptional activity in RMG-I cells. RMG-I TPO-luciferase reporter, SteadyGlo, 24 h. inhibition, % at 12.6 µM. 1.2% of 360,000 active;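 active means mean replicate inhibition at least 60% with every replicate also reaching 60%; inconclusive means only one of the two criteria is met; inactive means mean below 60% and not all replicates reaching 60%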;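 further: luciferase light reporting Pax8 driven TPO promoter activity; plate controls were median of neutral control wells for no effect and mitoxantrone controls for full effect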
EWS-Fli inh = inhibitors of EWS/Fli oncoprotein transcriptional activity; A673 NR0B1-luciferase reporter, viability-normalised; inhibition, % at 12.6 µM; 0.67% of 350,000 active; AID 651661;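 active means mean inhibition of at least 50% after viability correction, with every replicate also passing that limit; inconclusive means mean reaches 50% but only one of two replicates passes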;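 further: firefly luciferase signal divided by Alamar Blue viability fluorescence both relative to DMSO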
DENV2 CPE = protects cells from dengue virus 2 cytopathic effect; DENV2-infected cells, cytopathic effect rescue, plate reader; CPE inhibition, % at 9.99 µM; 1.7% of 350,000 active; AID 651640; in the data active means CPE inhibition above about 20%, passing the limit was not always enough; inconclusive means no clear call, values can overlap the other calls; tested in BHK-21 cells;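 further: 0% = median of neutral control wells and 100% = median of positive control wells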
SIRT5 inh = inhibitors of human sirtuin-5 desuccinylase. Purified SirT5, succinyl-peptide AMC, trypsin-coupled fluorescence. inhibition, % at 15 µM. 1.1% of 330,000 active; in the data active means inhibition above about 15%; inconclusive means no clear call, values can overlap the other calls
Target sequence (Q9NXA8 whole entry, looked up): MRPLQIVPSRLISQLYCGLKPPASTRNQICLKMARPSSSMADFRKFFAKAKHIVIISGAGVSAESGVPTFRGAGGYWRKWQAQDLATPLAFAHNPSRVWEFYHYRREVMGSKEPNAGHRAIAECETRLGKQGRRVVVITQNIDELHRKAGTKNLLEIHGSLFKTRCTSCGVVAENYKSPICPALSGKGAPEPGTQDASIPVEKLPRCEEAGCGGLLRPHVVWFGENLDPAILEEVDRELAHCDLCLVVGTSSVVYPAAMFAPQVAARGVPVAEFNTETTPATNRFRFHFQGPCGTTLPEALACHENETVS
LGR2 antag = blocks bursicon-induced cAMP signaling via Drosophila LGR2. HEK293 LGR2, CRE-luciferase, bursicon-stimulated, 4 h. inhibition, % at 9.99 µM. 0.35% of 380,000 active. AID 720647;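 active means drop in luminescence signal, shown as inhibition above about 50% in the replicate tests, limit read from the data, passing the limit was not always enough; inconclusive means probably only some replicates passing the limit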;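 further: agonist challenge used bursicon conditioned medium at about half maximal strength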
Casp6 inh = inhibitors of human caspase-6 | 0.53% of 350,000 active | P55212 | inhibition, % at 12.5 µM | purified caspase-6, Z-VEID-R110 cleavage fluorescence | AID 686996;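 active means mean inhibition across replicates at least about 35%, with every replicate also reaching that limit, limit read from the data; inconclusive means only one of the two criteria met; inactive means neither criterion met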;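 further: 0% = median of neutral control wells and 100% = no fluorescence left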
Target sequence (P55212 24-179 limits assumed): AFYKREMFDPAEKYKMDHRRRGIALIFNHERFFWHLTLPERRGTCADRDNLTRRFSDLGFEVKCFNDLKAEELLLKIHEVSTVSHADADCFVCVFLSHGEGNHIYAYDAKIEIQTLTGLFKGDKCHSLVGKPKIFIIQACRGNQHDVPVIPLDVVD
Target sequence (P55212 194-293 limits assumed): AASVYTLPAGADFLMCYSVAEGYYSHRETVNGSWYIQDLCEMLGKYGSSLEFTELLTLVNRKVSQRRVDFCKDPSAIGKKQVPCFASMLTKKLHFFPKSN
ARNT-TACC3 inh = disruptors of human ARNT/TACC3 interaction; 0.66% of 390,000 active; Q9Y6A5; inhibition, % at 9.99 µM; AlphaScreen His-ARNT PAS-B/GST-TACC3 binding, luminescence; TACC3 fragment carries E629A point mutation;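 active means mean inhibition of replicates at least 50% and at least half of replicates each reaching 50%; inconclusive means half or more replicates reach 50% but mean below 50%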;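 further: 0% = complete ARNT plus TACC3 wells and 100% = ARNT alone without TACC3; many hits fall short of the cut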
* = called active by the depositor; ? = inconclusive; · = no result given; & = joins results of further samples.

Values run as follows: PAX8 reporter, EWS-Fli inh, DENV2 CPE, SIRT5 inh, LGR2 antag, Casp6 inh, ARNT-TACC3 inh
COc1ccc(NC(=O)c2cc(-c3ccccc3Cl)on2)cc1
→ -29.2, -77.6, -8.6, -3.2, -34.6, -2.7, -1.2
CC(=O)N1CCN(Cc2nc3cc(NC(=O)c4ccc(F)cc4)ccc3n2C)CC1
→ -7.6, -15.4, -5.6, -2.7, -15.4, ·, 3.7
Nc1nc(Nc2ccccc2Br)nc(C(F)(F)F)n1
→ -77.0, -27.9, -4.0, -2.5, -30.1, -3.0, -12.0
COc1ccc(S(=O)(=O)N2CCN(C(=O)C3CCCCC3)CC2)cc1
→ 19.8, 3.2, 0.9, -3.0, 7.4, -1.4, 21.2
Cc1ccccc1S(=O)(=O)N1CCCCN2[C@@H](CO)[C@@H](c3ccc(C#CCN(C)C)cc3)[C@@H]2C1
→ 1.2, 7.5, -22.3, 1.0, 24.0, -1.9, 10.9
C[C@H]1CCCCO[C@H](CN(C)Cc2ccncc2)[C@@H](C)CN([C@@H](C)CO)C(=O)c2cc(NS(=O)(=O)c3cccs3)ccc2O1
→ ·, 10.4, -5.2, -1.5, -5.0, 0.6, -2.1
CC(N)=Nc1ccc([N+](=O)[O-])cc1
→ -4.9, ·, ·, ·, 11.0, ·, -3.9
COc1cc(OC)c(C(=O)OCCCOC(=O)c2cc(OC)c(OC)cc2OC)cc1OC
→ -1.2, ·, 9.3, 0.9, 7.8, -2.1, -0.7
C[C@H](CO)N1C[C@H](C)[C@@H](CN(C)Cc2ccc3c(c2)OCO3)OCCCC[C@H](C)Oc2ccc(NS(=O)(=O)c3ccccc3)cc2C1=O
→ -19.2, 11.7, 0.3, 3.2, 1.7, 3.1, 1.5
COc1ccc(-n2cnc(N)c2C(=O)c2cccc([N+](=O)[O-])c2)cc1
→ -8.7, 31.8, ·, -4.0, 16.2, 4.2, ·
NC(=O)c1cc(S(=O)(=O)NCc2ccc(F)cc2)cs1
→ -9.6, 6.8, 3.8, -21.1, -3.8, -0.4, 2.7
CCOCCCNC(=O)c1c(N)n(-c2ccc3c(c2)OCO3)c2nc3ccccc3nc12
→ 34.0, 3.7, 2.0, -4.1, 3.2, 0.4, 2.4
CCC(=O)OC1(C(=O)CCl)[C@@H](C)C[C@H]2[C@@H]3CCC4=CC(=O)C=C[C@]4(C)[C@@]3(F)[C@@H](O)C[C@@]21C (stereo not given in full)
→ -16.4, -8.6, -8.5, -0.7, -7.1, ·, 0.2
Cc1cc(Nc2cccc(C)c2C)n2nc(C)nc2n1
→ 6.1, 5.6, 1.9, -4.0, 20.7, -1.0, 4.0
CCNC(=O)C[C@H]1CC[C@H]2[C@@H](COc3ccc(NC(=O)Nc4ccccc4F)cc3C(=O)N2C)O1
→ -8.4, 2.5, ·, 2.0, -5.3, 2.0, -14.0
COc1cccc(NC(=O)CN(C)C(=O)c2ccccc2-c2nc3ccccc3s2)c1
→ 16.4, -5.5, -2.9, 9.3, 13.9, -1.7, -16.9
O=C(Nc1cccc(F)c1)N1C[C@H]2[C@@H](c3ccccc31)[C@H](CO)N2C(=O)C1CCOCC1
→ 5.5, -4.1, 13.7, 0.5, -0.1, 0.5, -6.2
Cc1ccc(C(=O)N(CC(=O)Nc2sc(C)c(C)c2C(N)=O)C2CCCC2)cc1
→ 15.8, 12.7, 8.1, -5.1, -6.4, 2.4, -1.1
O=c1cc(NS(=O)(=O)c2ccccc2)nc(SCc2c(Cl)cccc2Cl)[nH]1
→ 13.3, 6.7, 1.7, 2.7, 2.0, 5.1, -1.9
CN1C(=O)c2cc(NC(=O)c3ccc(F)c(F)c3)ccc2OC[C@@H]2O[C@H](CC(=O)O)CC[C@H]21
→ -4.2, 5.5, -2.5, ·, 0.3, ·, 3.1
COc1ccc(NC(=O)Nc2c(C)noc2-c2ccccc2)cc1
→ 9.8, -3.0, -3.4, -3.1, 8.9, 2.3, -0.1
O=C(NN1C(=O)C2C3c4ccccc4C(c4ccccc43)C2C1=O)C1CC1 (stereo not given)
→ -3.8, 6.9, 2.5, -3.7, -6.9, -1.7, -0.7
CC(C)CCN1CCN(Cc2cnc(N3CCCC3)s2)CC1CCO (stereo not given)
→ -10.9, 2.7, 7.6, 38.2*, -15.2, 2.9, 24.8
O=C(Nc1ccc2c(c1)OCO2)c1cnccn1
→ -102.9, -34.0, 3.1, 2.5, -27.8, -4.1, -2.3
Cc1noc(C)c1NC(=O)Nc1ccc2c(c1)C(=O)N([C@@H](C)CO)C[C@@H](C)[C@H](CN(C)C)O2
→ 1.2, -4.2, ?, -1.9, -10.0, -2.0, 5.2
O=C(Cc1ccccc1)N/N=C/c1ccc[nH]1
→ 1.5, -13.5, 4.1, -3.1, 6.6, 1.0, -1.7
O=C(c1ccc(S(=O)(=O)N2CCCCCC2)cc1)N1CCN(c2ccccc2F)CC1
→ -2.8, ·, -4.6, 3.1, 15.6, -0.2, -21.8
COCCNC(=O)C[C@H]1CC[C@@H]2[C@H](COC[C@H](O)CN2Cc2ccc(Cl)c(Cl)c2)O1
→ ·, ·, -6.1, ·, -5.4, ·, -3.9
Cc1ccc(C(C)NC(=O)c2cccnc2)cc1 (stereo not given)
→ -1.0, 4.7, ?, 1.0, -0.5, -5.0, -9.2
CO[C@H]1CN(C)C(=O)c2ccc(NC(=O)C3CC3)cc2OC[C@@H](C)N(C(=O)c2ccncc2)C[C@@H]1C
→ -6.9, 0.1, 4.8, -1.3, 5.8, 0.1, 0.0
CN(C)C(=O)CCC(=O)N1CCCC(N2CCN(c3cccc(C(F)(F)F)c3)CC2)C1 (stereo not given)
→ -32.2, -13.0, 2.0, -0.6, ·, -1.6, -1.2
CCOc1ccc(CN(C)C(=O)c2ccc(S(=O)(=O)N(C)c3ccccc3OC)cc2)cc1
→ 9.5, 7.4, 2.7, -2.9, 21.7, 0.9, -2.8
COc1ccc(CCNS(=O)(=O)c2ccc3c(c2)NC(=O)CO3)cc1OC
→ 12.5, 0.0, -3.3, -1.9, 11.4, -5.1, 8.2
COc1ccc(CCNC(=O)c2c[nH]c3ccc(F)cc3c2=O)cc1OC
→ 3.4, -10.0, 2.3, -1.2, -4.5, 0.8, 7.1
COc1ccccc1NC(=O)Cc1nnc(SCC(=O)NC2=NCCS2)n1C
→ 11.7, 2.9, -0.5, -3.2, -0.5, 3.2, 10.7
NC(=O)[C@@H]1CCCN1C(=O)[C@H](CCc1ccccc1)NC(=O)[C@H]1O[C@@H](n2cnc3c(N)ncnc32)[C@H](O)[C@@H]1O
→ -0.9, -6.9, 39.9*, 1.3, 7.1, -1.9, ·
CCCC(=O)Nc1ccc2c(c1)C(=O)N(C)C[C@H](OC)[C@H](C)CN(C(=O)CC1CC1)[C@@H](C)CO2
→ -9.8, 3.8, -13.0, 3.3, 14.6, 0.2, 24.0
O=C(NC1CCCCCC1)c1cc(S(=O)(=O)N2CCC3(CC2)OCCO3)ccc1F
→ ·, 8.2, ·, -5.2, 3.5, -3.7, -3.0
C[C@@H]1CN([C@@H](C)CO)C(=O)Cc2cc(NC(=O)C3CCCCC3)ccc2O[C@H]1CN(C)C(=O)Nc1ccc2c(c1)OCO2
→ ·, -60.3, -5.1, 3.0, 20.6, 1.5, 3.3
COc1cc(C(C)=O)ccc1OCC(=O)OCC(=O)c1cc(C)n(CC2CCCO2)c1C (stereo not given)
→ 4.5, -11.8, -1.3, -1.1, -14.1, 2.4, ·
O=C(CN1CCN(Cc2ccccc2F)CC1)Nc1ccccc1Cl
→ 34.4, 11.2, 1.9, -2.3, 2.8, -0.3, 1.1
COc1cc(/C=C(\C#N)c2ccccn2)ccc1OCC(=O)Nc1cccc(C(F)(F)F)c1
→ 12.1, ·, ·, ·, 6.5, ·, 15.7
CC(=O)Nc1ccc(SC[C@H](Cc2ccccc2)N2CCN(CC(C)C)CCC2=O)cc1
→ 4.3, -10.5, 0.9, -0.8, 12.8, 2.5, -3.3
COc1ccc(CN(C)C[C@@H]2OCCCC[C@@H](C)Oc3ccc(NC(=O)Nc4c(C)noc4C)cc3C(=O)N([C@@H](C)CO)C[C@H]2C)cc1
→ -4.3, -6.8, 3.7, -3.0, 0.5, 1.6, 7.3
CN1CCN(C(=O)C[C@H]2CC[C@H]3[C@@H](COC[C@@H](O)CN3C(=O)C3CCOCC3)O2)CC1
→ 3.8, -1.0, 4.2, 2.2, 6.0, 1.4, -6.7
FC(F)(F)c1ccccc1Cc1c(C2CCCCC2)nc2ccc(Br)cn12
→ -52.4, -17.2, 10.4, -1.6, -5.5, 1.2, ·
C[C@H](CO)N1C[C@H](C)[C@@H](CN(C)C)OCCCC[C@H](C)Oc2ccc(NS(=O)(=O)c3ccc(F)cc3)cc2C1=O
→ -3.8, -1.7, -14.9, 0.1, 7.6, -3.0, -5.5
CC(NS(=O)(=O)c1ccc2c(c1)CC(=O)N2C)c1ccccc1 (stereo not given)
→ 14.2, 7.8, 9.6, -9.1, 9.2, -47.8, 2.3
C[C@H]1CN([C@@H](C)CO)C(=O)c2cc(NS(=O)(=O)c3ccccc3)ccc2O[C@@H]1CN(C)Cc1ccc(C(F)(F)F)cc1
→ -4.9, 2.1, ?, 7.4, 16.9, 0.8, 3.0
Nc1nonc1-n1nnc(C(=O)N/N=C/c2ccncc2)c1CSc1ccc(Cl)cc1
→ -4.8, 3.5, 5.3, -1.5, -11.4, 1.9, 7.0
CC(C)NC(=O)Nc1ccc2c(c1)C(=O)N([C@@H](C)CO)C[C@H](C)[C@@H](CN(C)Cc1ccc(-c3ccccc3)cc1)O2
→ 1.1, ·, -0.9, 3.2, -4.5, 0.7, ·
COC(=O)c1cc(S(=O)(=O)N(C)c2ccc(C)c(C)c2)c[nH]1
→ -51.3, ·, 2.6, -3.2, 0.8, 2.5, -16.2
O=C(O)c1cc(NS(=O)(=O)c2ccc(NCc3ccccc3)c([N+](=O)[O-])c2)cc(C(=O)O)c1
→ 14.1, 7.8, 4.9, 1.7, -4.8, 3.8, -5.8
O=C(NCc1ccc(F)cc1)C(c1cccnc1)N(C(=O)c1csnn1)c1ccccc1 (stereo not given)
→ -7.6, -6.3, 3.3, -3.5, 4.1, ·, -1.7
O=C(CN1CCOCC1)NCC[C@H]1CC[C@H](NS(=O)(=O)c2ccc(F)cc2)[C@@H](CO)O1
→ 8.3, -0.1, 0.4, 1.3, 10.2, -1.1, -4.1
CCNC(=O)C1(C)CCCN(Cc2ccc(-c3ccccn3)cc2)C1 (stereo not given)
→ -12.5, -0.9, -6.3, ·, ·, 1.2, ·
C[C@@H]1CCCCO[C@H](CN(C)C(=O)NC2CCCCC2)[C@@H](C)CN([C@H](C)CO)C(=O)c2cc(NC(=O)c3ccccc3)ccc2O1
→ 0.9&6.7, 4.3&4.4, 0.5&-12.3, -3.7, 1.4, -2.5, 7.4
NS(=O)(=O)c1ccc(Nc2nc(-c3cccnc3)cs2)cc1
→ 4.8, -3.8, -3.5, 3.7, 4.3, -0.2, 0.4
CCN(CC(=O)Nc1ccc(C(C)=O)cc1)CC(=O)Nc1ccc2c(c1)OCCO2
→ ·, -4.9, 1.5, 0.5, 10.1, -2.8, 1.4
